D2 PAM – HTS Assay for Positive Allosteric Modulators of the Human D2 Dopamine Receptor: Primary Screen for Potentiators; D(2) dopamine receptor (Homo sapiens), P14416; HEK293 T-REx D2, calcium flux, EC20 dopamine potentiation; potentiation, % at 10 µM; hit rate 0.34% among 340,000; AID 485347, 2010;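 active = potentiation over 3 SD above the plate norm, cut at about 30% in these data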; note: 0% is about no effect
Target sequence (P14416 whole entry, looked up): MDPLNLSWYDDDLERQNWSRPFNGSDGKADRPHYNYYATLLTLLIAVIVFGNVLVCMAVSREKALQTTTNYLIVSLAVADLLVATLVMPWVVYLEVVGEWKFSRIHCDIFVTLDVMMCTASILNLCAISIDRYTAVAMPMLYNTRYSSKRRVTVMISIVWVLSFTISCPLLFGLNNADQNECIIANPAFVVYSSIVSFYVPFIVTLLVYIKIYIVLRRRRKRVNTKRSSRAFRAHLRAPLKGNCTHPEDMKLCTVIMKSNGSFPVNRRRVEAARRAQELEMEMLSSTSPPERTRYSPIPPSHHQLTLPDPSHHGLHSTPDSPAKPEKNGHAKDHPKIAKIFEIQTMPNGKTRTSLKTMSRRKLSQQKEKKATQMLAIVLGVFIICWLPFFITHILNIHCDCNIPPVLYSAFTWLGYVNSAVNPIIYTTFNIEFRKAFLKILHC
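Primary screen. Calcium kinetics in induced HEK293 T-REx D2 cells: compound pre-addition 180 s, EC20 dopamine, 180 s more.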
RXFP1 antagonist – qHTS Assay for Antagonists of the Relaxin Receptor RXFP1 | Relaxin receptor 1 (Homo sapiens), Q9HBX9 | HEK293-RXFP1, relaxin-stimulated cAMP HTRF, 30 min; active compounds read low | activity change, negative = inhibition, % at 57.5 µM | hit rate 0.59% among 350,000;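 active = activity change of -60% or lower, but not beyond a set lower limit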; note: % is set by controls: 0 for no effect and ±100 for the full control effect
TRHR PAM – qHTS for Small Molecule Agonists and Allosteric Enhancers of Human TRH Receptor: Primary Screen for Enhancers; TRHR cells, fluo-8 calcium fluorescence, EC20 TRH enhancement; enhancement, % at 2 µM; AID 493056, 2011; hit rate 0.66% among 360,000; Thyrotropin-releasing hormone receptor (Homo sapiens), P34981; in the data active = enhancement above about 30%; note: 0% is about no effect
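TRHR-expressing cells loaded with fluo-8 calcium dye were read kinetically (ex 480/em 530) during compound addition, then stimulated with an EC20 of TRH (10 nM final). Enhancement of the Gq-mediated intracellular calcium response was scored.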
D1 antagonist – Antagonist of Human D 1 Dopamine Receptor: qHTS; D(1A) dopamine receptor (Homo sapiens), P21728; HEK293 TREx D1 cells, calcium flux, dopamine EC80; active compounds read low; activity change, negative = inhibition, % at 10 µM; hit rate 3.2% among 360,000; AID 504652, 2011; in the data active = activity change below about -30%; note: % is set by controls: 0 for no effect and ±100 for the full control effect
Target sequence (P21728 whole entry, looked up): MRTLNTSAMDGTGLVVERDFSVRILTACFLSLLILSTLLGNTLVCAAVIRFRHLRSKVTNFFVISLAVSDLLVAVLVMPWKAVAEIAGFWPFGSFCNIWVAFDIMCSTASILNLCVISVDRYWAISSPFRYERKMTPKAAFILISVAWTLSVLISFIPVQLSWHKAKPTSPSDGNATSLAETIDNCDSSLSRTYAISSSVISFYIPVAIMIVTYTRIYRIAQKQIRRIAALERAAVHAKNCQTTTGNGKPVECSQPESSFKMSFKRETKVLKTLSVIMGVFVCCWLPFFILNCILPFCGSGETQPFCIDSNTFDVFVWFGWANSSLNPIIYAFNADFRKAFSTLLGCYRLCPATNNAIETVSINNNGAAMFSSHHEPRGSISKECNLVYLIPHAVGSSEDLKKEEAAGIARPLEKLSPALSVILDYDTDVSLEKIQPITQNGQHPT
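Compound effects on dopamine-evoked calcium signalling were measured in tetracycline-induced HEK293 Trex D1 cells. Dopamine at EC80 followed a 180 s compound pre-read, and fluorescence was tracked kinetically for 180 s more.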
D2 antagonist – HTS Assay for Allosteric Antagonists of the Human D2 Dopamine Receptor: Primary Screen for Antagonists; inhibition, % at 10 µM; D(2) dopamine receptor (Homo sapiens), P14416; hit rate 2% among 340,000; AID 485344, 2010; HEK293 TREx D2 cells, calcium flux, dopamine EC80; in the data active = inhibition above about 30%; note: 0% is about no effect
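Read-out: kinetic calcium fluorescence (1 cycle/s) in inducible HEK293 T-REx D2 cells after an EC80 dopamine addition that followed 180 s compound preincubation. Loss of the dopamine response indicates antagonism.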
D1 agonist – Allosteric Agonists of the Human D1 Dopamine Receptor: qHTS; D(1A) dopamine receptor (Homo sapiens), P21728; HEK293 T-REx D1 cells, calcium flux, agonist mode; activation, % at 2 µM; hit rate 1% among 360,000; AID 504660, 2011; note: 0% is about no effect
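Inducible HEK293 T-REx D1 cells, force-coupled to calcium signalling, were plated at 4000 cells/well with tetracycline and held overnight at 30 C. After no-wash calcium dye loading, compound-evoked calcium rise over 180 s flagged agonists.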
TRHR ag – qHTS for Small Molecule Agonists and Allosteric Enhancers of Human TRH Receptor: Primary Screen for Agonists | Thyrotropin-releasing hormone receptor (Homo sapiens), P34981 | TRHR cells, calcium flux fluo-8, FDSS agonist mode | activation, % at 2 µM | hit rate 0.18% among 360,000; note: 0% is about no effect
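In this calcium-flux screen, cells bearing human TRHR are dye-loaded with fluo-8, baselined for 10 cycles, then exposed to library compounds; positive kinetic calcium responses during the agonist phase mark hits, with TRH as control.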
D1 PAM – Potentiators of Human D1 Dopamine Receptor: qHTS; D(1A) dopamine receptor (Homo sapiens), P21728; HEK293 TREx D1 cells, calcium flux, dopamine EC20 potentiation; potentiation, % at 10 µM; hit rate 0.036% among 360,000; AID 504651, 2011; in the data active = potentiation above about 30%; note: 0% is about no effect
D2 agonist – HTS Assay for Allosteric Agonists of the Human D2 Dopamine Receptor: Primary Screen for Agonists | activation, % at 2 µM | D(2) dopamine receptor (Homo sapiens), P14416 | HEK293 T-REx D2 cells, calcium flux agonist mode | hit rate 0.53% among 340,000;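 active = activation over 3 SD above normal in the single-dose calcium agonist read, cut at about 30% in these data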; note: 0% is about no effect
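Calcium-flux readout, 1 cycle/sec over 180 s following compound pin transfer, in inducible HEK293 Trex D2 cells (force-coupled); dopamine controls included. Positive calcium responses during this window marked compounds as potential agonists.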
An asterisk follows results filed as active; nt = not tested or not shown; & = joins results of further samples. Cut-off read from the data, not from the text of the source, unless noted: active = activation above about 30%; inactive = the rest. Not a hit list; overall some 7.3% were active at least once.

SMILES	D2 PAM	RXFP1 antagonist	TRHR PAM	D1 antagonist	D2 antagonist	D1 agonist	TRHR ag	D1 PAM	D2 agonist
CN(C)c1ccc(NC(=O)Cn2nnc3sc4c(c3c2=O)CCC(C(C)(C)C)C4)cc1 (stereo not drawn)	4.9	-13.2	5.1	-4.0	nt	0.3	-0.5	2.4	0.0
O=C(c1ccccc1SCc1ccc(F)cc1)N1CCOCC1	1.4	1.9	11.7	-19.9	-0.2	2.4	-0.9	-8.1	0.7
COCCOC(=O)C1=C(C)Nc2ncnn2C1c1ccc(F)cc1 (stereo not drawn)	15.7	-11.5	0.3	-3.1	-9.1	1.0	0.4	-3.1	0.1
CC1CCCN(S(=O)(=O)c2ccc(NC(=O)CN3CCN(C)CC3)cc2)C1 (stereo not drawn)	13.0	35.5	-5.0	-1.7	-21.4	4.6	-0.4	4.8	0.5
CNc1ccc(/C=C2\COc3ccccc3C2=O)cc1[N+](=O)[O-]	3.7	1.7	2.0	-2.6	12.7	0.5	1.3	-2.0	-1.3
CCN(CC)S(=O)(=O)N1CCC(C(=O)NCCC2=CCCCC2)CC1	-9.1	-0.3	7.2	-15.4	16.4	0.2	0.3	-5.1	0.0
CCN1CCn2c1nc(N1CCOCC1)nc2=O	2.2	6.5	-2.4	9.8	-3.4	-0.7	0.1	0.4	0.3
O=C(NCC1CCCO1)c1cncc(Br)c1 (stereo not drawn)	-0.4	-2.1	-4.5	-5.8	2.5	2.4	0.2	-4.3	-0.6
Cn1c(NCc2cc(Br)ccc2O)nc2ccccc21	16.3	-7.4	6.1	-2.2	1.3	-0.4	-0.9	0.1	-0.1
CCOC(=O)c1c(C)c(-c2ccccc2)n(CC(=O)Nc2cccc(C)c2C)c1C	-1.9	nt	-9.8	-5.0	nt	-0.2	-0.1	-4.8	0.1

Record cards, as listed above. Screens in order: D2 PAM | RXFP1 antagonist | TRHR PAM | D1 antagonist | D2 antagonist | D1 agonist | TRHR ag | D1 PAM | D2 agonist
O=C(c1ccccc1SCc1ccc(F)cc1)N1CCOCC1 is listed with 1.4 | 1.9 | 11.7 | -19.9 | -0.2 | 2.4 | -0.9 | -8.1 | 0.7
Cn1c(NCc2cc(Br)ccc2O)nc2ccccc21 is listed with 16.3 | -7.4 | 6.1 | -2.2 | 1.3 | -0.4 | -0.9 | 0.1 | -0.1
CCOC(=O)c1c(C)c(-c2ccccc2)n(CC(=O)Nc2cccc(C)c2C)c1C is listed with -1.9 | nt | -9.8 | -5.0 | nt | -0.2 | -0.1 | -4.8 | 0.1
CCN1CCn2c1nc(N1CCOCC1)nc2=O is listed with 2.2 | 6.5 | -2.4 | 9.8 | -3.4 | -0.7 | 0.1 | 0.4 | 0.3
CCN(CC)S(=O)(=O)N1CCC(C(=O)NCCC2=CCCCC2)CC1 is listed with -9.1 | -0.3 | 7.2 | -15.4 | 16.4 | 0.2 | 0.3 | -5.1 | 0.0

Next part
SMILES	D2 PAM	RXFP1 antagonist	TRHR PAM	D1 antagonist	D2 antagonist	D1 agonist	TRHR ag	D1 PAM	D2 agonist
CCOc1ccc(C(=O)N(c2ccccn2)C2CCCCC2)cc1	2.9	0.2	-2.1	-2.0	-14.0	-4.8	-0.5	-2.4	-0.2
N/C(=N\S(=O)(=O)c1ccccc1)c1ccc([N+](=O)[O-])cc1	2.6	22.4	-1.7	-0.4	-1.5	8.4	0.4	0.7	1.4
O=C(NCCN1CCOCC1)c1cc(-c2ccc(Cl)s2)nc2ccccc12	5.7	6.1	3.5	-0.5	21.4	6.3	0.5	-6.8	0.0
CCOc1ccc(C(=O)N[C@H](C(=O)Nc2cccc(S(=O)(=O)N3CCOCC3)c2)C(C)C)cc1	9.1	3.6	0.3	3.2	-15.8	7.1	0.3	-3.6	-0.2
O=C(Nc1cccc(Cl)c1Cl)c1ccccc1OCC(=O)N1CCOCC1	nt	-1.3	0.0	-7.9	nt	0.2	0.5	-3.8	nt
CCOc1ccc(NC(=O)CNC(=O)c2ccc(OC)cc2)cc1	-12.4	11.4	1.8	4.5	-5.5	3.8	-0.3	-2.1	-0.4
Cc1ccc(NC(=O)N(Cc2cccnc2)Cc2ccco2)cc1C	-7.4	4.6	-0.2	-22.6	-4.6	1.6	-0.1	-2.4	0.1
COC(=O)c1cc(S(=O)(=O)N2CCCC(C)C2)cn1C (stereo not drawn)	-4.8	5.9	-2.3	-7.7	-17.2	2.0	-0.3	-0.8	0.2
COc1ccc(NC(=O)c2cc(OC)c(OC)c(OC)c2)cn1	5.5	-11.4	-0.7	5.9	0.7	2.3	0.2	2.4	0.0
O=C(Nc1ccc2c(c1)OCCO2)C1CCCN(c2ncccn2)C1 (stereo not drawn)	10.1	-2.7	12.3	4.1	0.9	-0.4	-0.2	-3.3	0.1
O=c1c2cnn(-c3ccccc3)c2ncn1Cc1cccnc1	-2.8	-25.9	11.4	0.9	-2.5	1.7	0.2	-2.8	-0.2
Cc1cc(OC(=O)C2CC2)c([N+](=O)[O-])c(=O)[nH]1	nt	-3.7	-1.0	5.2	nt	3.2	0.2	0.3	nt
CC(C(=O)Nc1ccccn1)N1C(=O)C2C3C=CC(C3)C2C1=O (stereo not drawn)	1.4	2.4	19.0	-1.3	-22.0	3.1	-0.6	-1.4	-0.5
CCOC(=O)c1c(S(=O)(=O)N2CCCC(C(=O)Nc3cc(C)ccc3OC)C2)c(C)n(C)c1C (stereo not drawn)	-14.0	5.5	-5.0	22.0	nt	0.0	-0.2	-1.8	4.0
COc1ccc(NC(=O)C(NC(=O)CNC(C)=O)c2ccc(C)cc2)cc1 (stereo not drawn)	4.3	12.9	-1.2	nt	-36.1	-0.7	-0.2	1.6	0.2
Cc1ccc(C2CC(=O)C=C(NCc3ccccc3)C2)cc1 (stereo not drawn)	13.1	-3.1	-2.4	-26.1	2.4	-0.5	0.1	-5.5	-0.5
O=C(N/N=C/c1c(Cl)cccc1Cl)c1cccc(F)c1	-7.1	-17.8	-2.5	-1.5	1.8	3.6	-0.8	-7.4	-0.1
COc1ccccc1-c1noc(-c2cccs2)n1	-3.1	-7.5	-6.8	-1.6	12.2	0.7	-1.0	-1.1	-0.6
COc1cccc(CN(C)C(=O)COc2ccc(C(=O)c3ccc(Cl)cc3)cc2)c1OC	-0.7	-18.9	-3.5	-7.5	1.9	8.5	-1.2	-12.2	-1.0
COc1cccc(N(C(=O)CCl)C(C(=O)NCCc2ccccc2)c2cccs2)c1 (stereo not drawn)	-7.5	-12.4	-2.5	10.5	-5.1	-0.1	0.1	-2.7	6.2
CCOC(=O)c1[nH]c(C)c(C(=O)Nc2ccc(C)c(F)c2)c1C	-1.6	-11.4	3.3	4.5	-5.6	-2.4	-0.3	-4.0	0.4
COc1ccc(CSc2nnc(NC(C)=O)s2)cc1[N+](=O)[O-]	-14.7	-2.2	-6.7	0.2	7.0	1.4	-0.4	-3.8	-0.8
COc1ccc(C(=O)NNC(=S)NC(=O)c2ccc(OC)cc2)cc1	nt	nt	7.9	-3.4	nt	25.4	2.9	-2.2	nt
Cc1nnc(NC(=O)CSc2nc(C3CCCCC3)nc3ccccc23)s1	-2.9	2.8	-2.2	-3.2	35.4*	0.8	0.2	-1.2	0.4
CCN(CC(=O)Nc1c(F)cccc1F)C(=O)CSc1nnc(-c2ccco2)n1CC	-0.1	-1.6	-4.5	11.3	-4.2	3.2	0.4	1.8	0.2
Cc1ccc(-c2nc(CS(=O)CC(=O)NCc3ccccc3)c(C)o2)cc1 (stereo not drawn)	18.1	-1.9	-3.9	1.4	27.0	0.0	-0.6	nt	0.5
Cn1cccc1Cc1nnc(SCC(=O)N2CCN(c3ccccc3)CC2)n1-c1ccc(F)cc1	1.4	-1.7	-4.4	28.0	-11.1	0.8	-0.1	-0.8	-1.0
CC(C)N(C)Cc1nnnn1CC(=O)NCc1cc(F)cc(C(F)(F)F)c1	0.1	5.5	-5.1	-16.0	2.0	3.3	-0.1	-3.4	0.8
CCOC(=O)C(NC(=O)CC)(N1CCc2ccccc2C1)C(F)(F)F (stereo not drawn)	0.0	8.1	-0.5	-4.7	-0.4	-1.1	-0.3	1.9	0.0
O=C(COC(=O)[C@@H]1CCCN1S(=O)(=O)c1ccc(Cl)cc1)NCC(F)(F)F	-7.5	1.3	-0.5	1.9	nt	2.6	-0.1	-1.6	nt
COc1ccc(OC)c(Nc2ncnc3c2cnn3-c2ccccc2)c1	nt	-6.8	13.0	-9.1	20.7	0.2	0.1	-0.7	0.8
Cc1ccc(N2CCN(C(=O)c3nn(C)c4c3CS(=O)(=O)c3ccccc3-4)CC2C)cc1 (stereo not drawn)	3.7&4.8	-24.0&-12.8	11.5&-1.2	-4.5&-4.1	-12.7	-0.2&0.5	-0.6&0.0	-4.1&-2.5	-0.5&2.3
Cc1nn(-c2ccc(N3CCCC3)nn2)c(C)c1CCC(=O)NCc1ccc(OC(C)C)cc1	-5.4	-3.1	6.8	-3.8	nt	0.0	-0.2	1.2	0.6
O=C(NCCS(=O)(=O)NC1CCCCC1)c1ccccc1	-8.7	-3.4	5.0	0.8	-29.2	2.2	-0.3	-4.0	-0.2
CC1CN(c2ccc(Cl)cc2[N+](=O)[O-])CCN1S(C)(=O)=O (stereo not drawn)	-16.4	6.8	-2.0	-7.7	-4.7	0.9	0.1	-1.9	0.6
Cc1cccc(NC2=C(C#N)C(=O)NC3(CCCC3)S2)c1	3.5	-16.0	15.9	-10.1	17.9	4.1	-0.7	-5.3	1.0
CCCCOc1ccc(C(=O)NCC(=O)NCC2CCCO2)cc1 (stereo not drawn)	-9.6	7.5	-1.4	12.3	8.7	-0.9	0.1	-4.4	-0.1
COc1ccccc1CNc1ncnc2c1cnn2-c1ccccc1	-2.5	nt	-2.7	-4.4	-18.0	1.2	-0.8	-6.1	-0.2
Cc1ccc(OCC(O)CNCc2ccccc2)cc1C (stereo not drawn)	-13.4	-22.2	4.4	-4.0	10.6	6.8	0.4	-3.2	0.9
COC(=O)c1cc2oc3ccccc3c2n1CC(=O)Nc1ccc(OC)c(OC)c1OC	-8.0	-13.0	-7.5	3.2	nt	3.3	0.1	-5.0	-0.5
O=C(COC(=O)c1ccccn1)NCc1ccccc1Cl	-7.6	5.0	-0.5	-12.3	-9.1	3.9	0.3	1.8	1.4
